# ROS inducer: ROS inducers in U2OS cancer cells, primary screen, cell-based, H2DCF-DA fluorescence | U2OS ROS induction | ROS induction (% of piperlongumine), % at 10 µM | 46,000 tested, 2% active | AID 624156, 2012; in the data active means ROS induction above about 79%, passing the limit was not always enough; inconclusive means no clear call, values can overlap the other calls;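 further: 0% = DMSO vehicle median and 100% = reference compound median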
# Active calls of the source: *; ? = inconclusive. Not all compounds are listed; rates above refer to the full screens.
# Preview:
Compound,ROS inducer
COc1ccc(Cl)c(Cn2c(NCc3ccccn3)nc3c2c(=O)n(C)c(=O)n3C)c1,24.8
Cc1nn(Cc2nnc(-c3cc(C(F)(F)F)cc(C(F)(F)F)c3)o2)c(C)c1Br,13.2
C[C@@H]1CN([C@@H](C)CO)C(=O)c2cc(NC(=O)Cc3cn(C)c4ccccc34)ccc2O[C@@H]1CN(C)Cc1ccncc1,12.1
C[C@@H]1CN([C@H](C)CO)C(=O)Cc2cc(NC(=O)C3CC3)ccc2O[C@@H]1CN(C)S(=O)(=O)c1ccc(Cl)cc1,4.9
O=C1O[C@@H](c2ccccc2)[C@@H](c2ccccc2)N2[C@@H](c3ccccc3OCCO)[C@]3(C(=O)Nc4ccccc43)[C@@H](C(=O)NC[C@H](O)c3ccccc3)[C@H]12,73.9
N#Cc1c(C(F)(F)F)cc(-c2cccs2)nc1S/C=C/C(=O)c1ccccc1,126.2*

# All compounds of this part, previewed entries included:
Compound,ROS inducer
COc1ccc(Cl)c(Cn2c(NCc3ccccn3)nc3c2c(=O)n(C)c(=O)n3C)c1,24.8
Cc1nn(Cc2nnc(-c3cc(C(F)(F)F)cc(C(F)(F)F)c3)o2)c(C)c1Br,13.2
C[C@@H]1CN([C@@H](C)CO)C(=O)c2cc(NC(=O)Cc3cn(C)c4ccccc34)ccc2O[C@@H]1CN(C)Cc1ccncc1,12.1
C[C@@H]1CN([C@H](C)CO)C(=O)Cc2cc(NC(=O)C3CC3)ccc2O[C@@H]1CN(C)S(=O)(=O)c1ccc(Cl)cc1,4.9
O=C1O[C@@H](c2ccccc2)[C@@H](c2ccccc2)N2[C@@H](c3ccccc3OCCO)[C@]3(C(=O)Nc4ccccc43)[C@@H](C(=O)NC[C@H](O)c3ccccc3)[C@H]12,73.9
N#Cc1c(C(F)(F)F)cc(-c2cccs2)nc1S/C=C/C(=O)c1ccccc1,126.2*
C[C@@H]1CN([C@@H](C)CO)C(=O)c2cccc(NC(=O)Nc3ccccc3)c2O[C@H]1CN(C)C(=O)Nc1ccccc1,-17.7
Cc1cc(SCC(=O)N2CCC(c3noc4ccc(F)cc34)CC2)nc2ccccc12,2.3
Cc1noc(C)c1NC(=O)Nc1cccc2c1O[C@@H](CN(C)C(=O)NC1CCCCC1)[C@H](C)CN([C@H](C)CO)C2=O,-1.4
N#CNC(=NC1CCCCC1)NC1CCCCC1,0.1
CCOC(=O)N1CCC(NC(=O)CCCC(=O)O)CC1,-13.4
CCOC(=O)CSc1nc(Nc2ccc(OC)cc2)c2cnc(N(CC)CC)nc2n1,?
COc1ccc(S(=O)(=O)N2Cc3ccccc3CC2C(=O)Nc2sc3c(c2C#N)CCCC3)cc1 (stereo unspecified),-8.0
COc1ccc(S(=O)(=O)N(C)C[C@H]2Oc3c(NS(=O)(=O)c4ccc(F)cc4)cccc3C(=O)N([C@H](C)CO)C[C@H]2C)cc1,-14.3
O=[n+]1c(CO)c(CO)n([O-])c2ccccc21,-10.2
C[C@H](CO)N1C[C@H](C)[C@H](CN(C)Cc2ccc(Cl)c(Cl)c2)Oc2ccc(NC(=O)CCC(F)(F)F)cc2CC1=O,150.7*
C[N+]12CCCCC1C(CN1C(=O)c3ccccc3C1=O)CCC2 (stereo unspecified),-2.1
C[C@H](CO)N1C[C@H](C)[C@@H](CN(C)C(=O)Nc2ccccc2)Oc2ccc(NS(=O)(=O)c3cn(C)cn3)cc2C1=O,-1.9
O=C1O[C@H](c2ccccc2)[C@H](c2ccccc2)N2[C@H]1[C@@H](C(=O)O)[C@]1(C(=O)Nc3ccccc31)[C@H]2c1ccccc1OCCO,12.7
N=c1n(CC(=O)c2ccco2)c2ccccc2n1Cc1ccccc1,8.2
COC(=O)CCCCCCC(=O)N/N=C/c1cc(C)ccc1O,42.4
C[C@@H]1CN([C@H](C)CO)C(=O)c2cccc(NC(=O)Nc3cccc4ccccc34)c2O[C@@H]1CN(C)C(=O)NC1CCCCC1,65.0
C[C@H](CO)N1C[C@H](C)[C@@H](CN(C)Cc2ccc3c(c2)OCO3)OCc2cn(nn2)CCCC1=O,-1.1
Cc1ccc(NC(=O)CSc2n[nH]c(-c3ccccc3)n2)c(C)c1,-14.1
C[C@@H]1CCCCO[C@@H](CN(C)C(=O)CCCN(C)C)[C@@H](C)CN([C@H](C)CO)C(=O)c2cc(NC(=O)Nc3ccc(F)cc3)ccc2O1,-4.6
Cc1ccc(S(=O)(=O)N(C)C[C@@H]2Oc3ccc(NC(=O)Nc4ccc(F)cc4)cc3CC(=O)N([C@H](C)CO)C[C@@H]2C)cc1,22.5
C[C@H](CO)N1C[C@H](C)[C@@H](CN(C)C)Oc2ccc(NC(=O)NC3CCCCC3)cc2C1=O,5.6
O=C(c1cccs1)N1CCCn2c(SCc3ccccc3)nnc21,56.7
Cc1ccc(S(=O)(=O)N(C)C[C@H]2Oc3ccc(NC(=O)C4CCCCC4)cc3C(=O)N([C@H](C)CO)C[C@H]2C)cc1,24.1
O=C(CSc1nc2ccccc2s1)NC1CCCCC1,-3.3
C[C@@H]1CN([C@H](C)CO)C(=O)c2cccc(NC(=O)CCCCCC(=O)Nc3ccccc3N)c2O[C@@H]1CN(C)C(=O)Nc1ccccc1,11.7
N#Cc1ccccc1NC(=O)CS(=O)(=O)Cc1ccccc1,-8.8
C[C@H](CO)N1C[C@H](C)[C@H](CN(C)S(=O)(=O)c2ccccc2)Oc2ccc(NC(=O)Nc3ccc4c(c3)OCO4)cc2C1=O,20.5
CNC[C@H]1Oc2ccc(NS(C)(=O)=O)cc2C(=O)N([C@H](C)CO)C[C@@H]1C,-1.9
C[C@@H]1CN([C@H](C)CO)C(=O)c2cccc(NS(=O)(=O)c3cccs3)c2O[C@H]1CN(C)Cc1ccc(Oc2ccccc2)cc1,40.9
COc1ccc(S(=O)(=O)Nc2ccc3c(c2)CC(=O)N([C@@H](C)CO)C[C@@H](C)[C@@H](CN(C)S(=O)(=O)c2ccc(OC)cc2)O3)cc1,-4.2
COc1ccc(S(=O)(=O)N(C)C[C@@H]2Oc3ccc(NC(=O)Nc4ccccc4)cc3C(=O)N([C@H](C)CO)C[C@H]2C)cc1,3.4
C[C@H](CO)N1C[C@H](C)[C@@H](CN(C)Cc2ccncc2)Oc2ccc(NC(=O)NC3CCCCC3)cc2C1=O,2.8
Cc1ccc(SC(C)C(=O)Nc2ccc(C(C)(C)C)cc2)cc1 (stereo unspecified),10.5
COc1ccc(NC(=O)COc2ccc(C(C)(C)C)cc2Br)c([N+](=O)[O-])c1,-6.5
CC1=CCC[C@@H]2[C@@](C)(CCc3ccoc3)[C@H](C(=O)O)CC[C@@]12C,33.2
CC(C)CN(CC(C)C)c1ncnc2c1cnn2-c1ccc(Cl)cc1,17.2
COc1cccc2cc(-c3csc(Nc4cccc(C(F)(F)F)c4)n3)c(=O)oc12,5.6
C[C@@H]1CCCCO[C@@H](CN(C)C(=O)Nc2cccc3ccccc23)[C@@H](C)CN([C@H](C)CO)C(=O)c2cc(NC(=O)Nc3ccc(C(F)(F)F)cc3)ccc2O1,16.2
COC(=O)c1ccccc1NC(=O)CSc1nnc(-c2ccc(OC)cc2)n1C,5.3
C[C@H]1CN([C@@H](C)CO)C(=O)c2cc(NC(=O)Nc3ccc(C(F)(F)F)cc3)ccc2O[C@@H]1CN(C)C(=O)Nc1cccc2ccccc12,6.6
O=C(O)Cc1ccc(NC(=O)CN2C(=O)c3ccccc3C2=O)cc1,7.9
CC1CCN(S(=O)(=O)c2ccc3c(c2)OCC(=O)N3)CC1,10.1
COc1ccc(NC(=O)c2ccco2)cc1NC(=O)COc1cc(C)c(Cl)c(C)c1,38.7
C[C@H](CO)N1C[C@H](C)[C@@H](CN(C)C(=O)c2ccncc2)OCc2cn(nn2)CCCC1=O,-6.6
CC(C)(C)CC(=O)NCc1ccccn1,-12.6
CC1CCc2c(sc3ncnc(SCCOc4ccccc4)c23)C1 (stereo unspecified),-2.1
C=C(C)[C@@H]1CC=C(/C=N/NC(=O)CCCCCC(=O)O)CC1,0.2
CC(C)=CCC[C@H](C)C/C=N/NC(=O)CCCCCCC(=O)O,-4.9
Cc1cc([N+](=O)[O-])ccc1NC(=O)CSc1nnc(-c2ccc(Cl)cc2Cl)n1C,1.0
COc1ccc(S(=O)(=O)N(C)C[C@@H]2Oc3c(NC(=O)Nc4ccc(C(F)(F)F)cc4)cccc3C(=O)N([C@@H](C)CO)C[C@@H]2C)cc1,25.3
Nc1ccc(-c2nc3cc(Cl)ccc3o2)c(O)c1,-0.4
C[C@@H]1CN([C@H](C)CO)C(=O)Cc2cc(NC(=O)c3ccncc3)ccc2O[C@@H]1CN(C)C,-6.1
COc1ccc(CCNC(=O)Cc2c(SC)c3ccccc3n2Cc2ccccc2)cc1OC,31.1
CC(C)NC(=O)N(C)C[C@H]1Oc2c(NC(=O)Nc3ccccc3)cccc2C(=O)N([C@@H](C)CO)C[C@@H]1C,-1.2

# Next structures follow.
Compound,ROS inducer
COC(=O)C1=C(C)NC(C)=C(C(=O)OC(C)C)C1c1cccc2nonc12 (stereo unspecified),5.8
CC1CCN(CN2C(=S)SC3=NC(=O)CCCN32)CC1,22.0
CCOC(=O)c1sc2ncn(CC(=O)Nc3ccc(F)c(Cl)c3)c(=O)c2c1C,4.8
C[C@H]1CN([C@@H](C)CO)C(=O)Cc2cc(NS(=O)(=O)c3cccs3)ccc2O[C@@H]1CN(C)S(C)(=O)=O,12.1
C[C@H]1CN([C@@H](C)CO)C(=O)c2cc(NS(=O)(=O)c3cccs3)ccc2O[C@@H]1CN(C)C,-2.9
COC(=O)CN(c1cc(Cl)ccc1OC)S(C)(=O)=O,-9.4
Cc1noc(C)c1S(=O)(=O)Nc1ccc2c(c1)C(=O)N([C@@H](C)CO)C[C@H](C)[C@@H](CN(C)Cc1ccc(-c3ccccc3)cc1)O2,55.6
COC(=O)Nc1nc2ccc(Sc3ccccc3)cc2[nH]1,36.7
COc1cccc(N(CC(=O)Nc2ccc(I)cc2C)S(C)(=O)=O)c1,0.5
O=C(Nc1ccc(F)c(F)c1)c1cc(S(=O)(=O)NCc2ccc(F)cc2)ccc1F,-4.4
Cc1noc(C)c1S(=O)(=O)N(C)C[C@H]1Oc2ccc(NS(=O)(=O)c3cccs3)cc2CC(=O)N([C@@H](C)CO)C[C@H]1C,-2.6
CCCCc1c(C)nc(SCc2ccccc2)[nH]c1=O,6.1
C[C@@H]1CN([C@@H](C)CO)C(=O)c2cccc(NS(=O)(=O)c3ccc(Cl)cc3)c2O[C@H]1CN(C)C(=O)Nc1ccc(C(F)(F)F)cc1,1.5
Cc1nc2c(C(=O)NCCC(C)C)c[nH]n2c(=O)c1Cl,3.8
CNC[C@H]1OCCCC[C@@H](C)Oc2ccc(NC(=O)Nc3ccccc3)cc2C(=O)N([C@H](C)CO)C[C@@H]1C,12.3
C[C@H]1CN([C@@H](C)CO)C(=O)Cc2cc(NS(=O)(=O)c3cn(C)cn3)ccc2O[C@H]1CN(C)S(=O)(=O)c1ccc(Cl)cc1,-10.5
CC(C)NC(=O)Nc1cccc2c1O[C@@H](CN(C)Cc1ccccc1)[C@@H](C)CN([C@H](C)CO)C2=O,-0.8
C[C@@H]1CN([C@H](C)CO)C(=O)c2cccc(NC(=O)CCCCCC(=O)Nc3ccccc3N)c2O[C@@H]1CN(C)Cc1ccc(-c2ccccc2)cc1,21.4
CC(C)NC(=O)N(C)C[C@H]1Oc2ccc(NC(=O)Nc3ccc(C(F)(F)F)cc3)cc2CC(=O)N([C@H](C)CO)C[C@H]1C,0.7
C[C@@H]1CN([C@H](C)CO)C(=O)c2cc(NC(=O)Cc3cn(C)c4ccccc34)ccc2O[C@H]1CN(C)S(=O)(=O)c1ccc(Cl)cc1,4.0
C[C@@H]1CCCCO[C@@H](CN(C)S(=O)(=O)c2cn(C)cn2)[C@@H](C)CN([C@H](C)CO)C(=O)c2cc(NC(=O)c3ccccc3)ccc2O1,4.8
Cc1noc(-c2ccccc2OC(=O)c2ccccc2)n1,10.2
Cc1cc(C(=O)Nc2cccc3c2O[C@@H](CN(C)C(=O)NC(C)C)[C@H](C)CN([C@@H](C)CO)C3=O)n(C)n1,-5.3
C[C@H](CO)N1C[C@H](C)[C@H](CN(C)C(=O)NC2CCCCC2)Oc2ccc(NS(=O)(=O)c3ccccc3)cc2C1=O,3.1
COc1ccc(S(=O)(=O)N(C)C[C@H]2OCCCC[C@@H](C)Oc3ccc(NC(=O)Nc4ccc(F)cc4)cc3C(=O)N([C@H](C)CO)C[C@@H]2C)cc1,19.5
C[C@H]1[C@H]2OC3=C(C(=O)OC3(C)O)C(=O)[C@]1(C)[C@H]1CCCC[C@]1(O)[C@H]2O (stereo partly specified),12.5
C[C@@H]1CCCCO[C@@H](CN(C)C(=O)C2CCCCC2)[C@@H](C)CN([C@H](C)CO)C(=O)c2cc(N(C)C)ccc2O1,17.3
C[C@H]1CN([C@@H](C)CO)C(=O)c2cc(NC(=O)CCN3CCOCC3)ccc2O[C@H]1CN(C)C(=O)Nc1ccccc1,46.3
CCCC(C(=O)OCCN(CC)CC)(c1ccccc1)c1ccccc1,-7.2
C[C@@H]1CN([C@@H](C)CO)C(=O)c2cccc(NC(=O)C3CCOCC3)c2O[C@@H]1CN(C)C,1.6
Cc1noc(C)c1S(=O)(=O)Nc1ccc2c(c1)C(=O)N([C@@H](C)CO)C[C@@H](C)[C@H](CN(C)C(=O)NC(C)C)O2,2.5
Cc1ccc(S(=O)(=O)Nc2ccc3c(c2)C(=O)N([C@H](C)CO)C[C@@H](C)[C@H](CN(C)C(=O)Nc2ccc4c(c2)OCO4)O3)cc1,-13.7
C[C@@H]1CN([C@@H](C)CO)C(=O)c2cc(NC(=O)CCCCCC(=O)Nc3ccccc3N)ccc2O[C@H]1CN(C)S(=O)(=O)c1ccccc1,16.5
C[C@@H]1CN([C@@H](C)CO)C(=O)Cc2cc(NS(=O)(=O)c3ccc(F)cc3)ccc2O[C@@H]1CN(C)S(=O)(=O)c1cccs1,-5.3
COc1ccc(C2CC(=O)c3ccccc3O2)cc1 (stereo unspecified),17.0

# Screens deposited in PubChem BioAssay by Broad Institute.
